FLuc inh counter = firefly luciferase enzyme inhibitors, primary screen, artefact control for luciferase-based inhibitor screens, biochemical, luminescence, ATPLite. Luciferin 4-monooxygenase (Photinus pyralis), P08659. 10 min. inhibition, % at 10 µM. 1.5% of 200,000 active. AID 1006, 2008;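 active = inhibition above about 50% when tested at 10 µM, limit read from the data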
TNAP inh noacc = human TNAP enzyme inhibitors, primary screen, biochemical, luminescent, no phosphate acceptor, uHTS. AID 1012, 2008. purified TNAP, CDP-star luminescence, 30 min. Alkaline phosphatase, tissue-nonspecific isozyme (Homo sapiens), P05186. 0.26% of 200,000 active. inhibition, % at 20 µM;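 active = tissue-nonspecific alkaline phosphatase inhibition above about 50% at 20 µM in the single-dose screen, limit read from the data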;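 note: 0% = DMSO negative control and 100% = EDTA positive control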
Target sequence (P05186 whole entry, looked up): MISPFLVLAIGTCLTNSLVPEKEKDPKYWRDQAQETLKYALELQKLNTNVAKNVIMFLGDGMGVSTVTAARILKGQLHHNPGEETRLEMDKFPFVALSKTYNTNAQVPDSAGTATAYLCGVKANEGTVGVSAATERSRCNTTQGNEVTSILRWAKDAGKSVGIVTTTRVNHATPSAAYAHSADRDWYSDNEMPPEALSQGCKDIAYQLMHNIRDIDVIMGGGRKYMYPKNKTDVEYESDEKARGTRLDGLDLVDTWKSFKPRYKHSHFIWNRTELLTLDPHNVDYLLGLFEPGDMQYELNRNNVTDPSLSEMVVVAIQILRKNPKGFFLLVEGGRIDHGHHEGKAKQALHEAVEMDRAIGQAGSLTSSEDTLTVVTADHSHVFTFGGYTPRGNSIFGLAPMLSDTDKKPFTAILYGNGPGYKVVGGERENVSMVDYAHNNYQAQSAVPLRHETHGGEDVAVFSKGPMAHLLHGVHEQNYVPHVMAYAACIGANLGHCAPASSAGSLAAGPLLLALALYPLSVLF
FLuc act counter = FLuc activators, initial screening, artefact control for FLuc-dependent activation tests, biochemical, ATPlite luminescence; 200,000 tested, under 10 active; activation factor at 10 µM; ATPlite luciferase biochemical, 10 min; 0 = ATP-free wells, 1 = DMSO control; AID 1027, 2008; Luciferin 4-monooxygenase (Photinus pyralis), P08659;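 active = luciferase activation factor, scaled between plate controls, of at least 2 with compound at 10 µM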
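Assay system – cell-free luciferase reagent · Medium – PBS-based ATP solution · Dosing – test compounds dosed from 2 mM stocks in 100% DMSO · Timing – 10 min, room temperature · Technique – light output (luminescence) · Measure – luminescence gain marking luciferase activators · Controls – No-ATP low control, compound-free enzyme-plus-ATP high control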
Lmaj promast = Leishmania major promastigote growth inhibition, primary screen | Leishmania major promastigotes, resazurin fluorescence viability | inhibition, % at 10 µM | 9% of 200,000 active; in the data active = inhibition above about 50%;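 note: promastigotes grown with compound for 44 hours at 28 °C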
bIAP activator = bovine intestinal alkaline phosphatase activators, primary screen, biochemical, bovine IAP, CDP-star luminescence | alkaline phosphatase, intestinal [Bos taurus] | purified bovine IAP, 30 min; active compounds read high; fold of DMSO-control signal, blank-subtracted | activation factor at 20 µM | 0.17% of 200,000 active;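 active = activation factor of 2 or more at 20 µM, a signal rise over negative controls twice the positive control's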
RAM inhibit = inhibitors of the yeast RAM network, primary screen, dse1pr::URA3 reporter, 5-FOA selection; S. cerevisiae dse1pr::URA3 reporter, 5-FOA growth OD615, 2 d; analog-sensitive cbk1-as2 kinase mutant strain; inhibition, % at 50 µM; 1.8% of 190,000 active;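 active = inhibition above a set limit, 3 SD over mean compound inhibition, cut at about 8.4% in these data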;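 note: 0% = DMSO-only wells with no growth and 100% = 10 µM 1-NA-PP1 full growth; inhibition rescues growth on 5-FOA so higher OD means more RAM inhibition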
bIAP inh = bovine intestinal alkaline phosphatase inhibitors, primary screen, selectivity assay for TNAP inhibitor project, biochemical, bovine IAP, CDP-star luminescence; AID 1019, 2008; purified bovine IAP, 30 min; 190,000 tested, under 10 active; inhibition, % at 20 µM; alkaline phosphatase, intestinal [Bos taurus];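 active = over 50% inhibition of intestinal alkaline phosphatase at 20 µM in the single-dose screen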
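System: purified bovine intestinal alkaline phosphatase (IAP) enzyme; Input: IAP diluted 1/65,000,000 in the well; Measured by: CDP-star luminescence signal; Compound dosing: 20 µM single dose; Incubation: 30 min reaction at room temperature.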
TNAP act hiacc = TNAP activators at high phosphate acceptor level, primary screen, biochemical, luminescence, uHTS | 200,000 tested, under 10 active | purified TNAP, CDP-star luminescence, 1 M DEA, 30 min; active compounds read high; 0 = EDTA background, 1 = DMSO-only activity | activation factor at 20 µM | AID 1136, 2008;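 active = activation factor at least 2 at 20 µM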
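Test system – human TNAP · Doses – 20 µM single point · Incubation – 30 min, room temperature · Signal – luminescent substrate turnover signal · Read-out basis – activation factor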
APP 5UTR inh = inhibitors of APP translation via 5'UTR reporter, primary screen, APP 5'UTR luciferase, SH-SY5Y cells | SH-SY5Y APP 5'UTR-luciferase reporter, luminescence | 0.82% of 190,000 active | inhibition, % at 2 µM;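 active = inhibition above a set limit, derived from the sample mean plus 3 SD, cut at about 45% in these data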; note: values of inactives mirror those of a sister screen read the other way
TNAP inh hi DEA = human TNAP enzyme inhibitors, primary screen, biochemical, luminescent, high phosphate acceptor level, uHTS; Alkaline phosphatase, tissue-nonspecific isozyme (Homo sapiens), P05186; purified TNAP, CDP-star luminescence, 1 M DEA; inhibition, % at 20 µM; 0.03% of 200,000 active; AID 1135, 2008;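 active = over 50% inhibition of tissue-nonspecific alkaline phosphatase at 20 µM in the single-dose screen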;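 note: plate controls were DMSO wells for no effect and EDTA-quenched wells as full inhibition for full effect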
Numbers without * were called inactive; / = no result given.

Results follow in this order: FLuc inh counter, TNAP inh noacc, FLuc act counter, Lmaj promast, bIAP activator, RAM inhibit, bIAP inh, TNAP act hiacc, APP 5UTR inh, TNAP inh hi DEA
- Cc1ccc(C(NC(=O)c2ccccc2)C(Cl)(Cl)Cl)cc1 (stereo not given)
  -4, -13, 1, 23, 1, 5.5, 4, 1, 4, -3
- O=c1c2c(nc3cc(-c4ccccc4Cl)[nH]n13)CCS2
  74*, 6, 0.3, 6, 1.1, 0.2, -9, 1, -120, 2
- COc1ccc(-c2nc3cc([N+](=O)[O-])ccc3o2)cc1OC
  2, -9, 1, -4, 1, 1.5, 1, 1, -20, -4
- Nn1cnnc1SCC(=O)N(C1CCCCC1)C1CCCCC1
  -5, -13, 1, 2, 1, 0.4, 4, 1.1, -22, -6
- C/C(=N\NC(=O)CCCCCNC(=O)c1ccccc1)c1ccccc1O
  9, -9, 0.9, -2, 1, 0.3, -3, 1, 6, -1
- COC(=O)CC1=NC(=O)CS1
  -3, -6, 1, -4, 1, 0.1, -4, 1, 2, -1
- CC(=O)NC(C)c1nc2ccccc2n1CC(=O)NC(C)CCc1ccccc1 (stereo not given)
  -4, -19, 1, 1, 1.3, 1.0, -31, 1.1, 0, -6
- Cc1ccc(C2CC(c3cccc(C)c3)n3nc(N)nc3N2)cc1 (stereo not given)
  -4, -4, 1, 68*, 1, 0.0, -3, 1, -17, 0
- Cc1ccc(-c2cc(-c3ccc(F)cc3)c(C#N)c(N)n2)o1
  5, -2, 0.9, 60*, 1.3, 1.8, -30, 1, 4, 1
- CC(C)(C)C1CCc2c(sc(NC(=O)CSc3nnc(-c4ccccc4)o3)c2C#N)C1 (stereo not given)
  -5, -5, 1.1, -1, 1, 3.2, 0, 1, 9, 3
- O=C(/N=C1/c2ccccc2CN1c1ccccc1)Nc1ccccc1
  -4, -5, 1, 0, 1, 0.4, 1, 1, -4, 3
- COc1ccc(CNC(=O)COC(=O)c2cncc(Br)c2)cc1
  -4, -5, 1, -9, 1.1, 0.8, -10, 1, -15, 0
- COC(=O)c1c(NC(=O)CN2CCOCC2)sc2c1CCC(C)C2 (stereo not given)
  0, -8, 1, -4, 1, 0.5, -1, 1.1, -1, -6
- O=C(c1ccc(Cl)cc1)[C@@H]1[C@@H]2C(=O)N(c3ccccc3)C(=O)[C@@H]2C2c3ccccc3C=NN21 (stereo not given in full)
  -6, 4, 1.1, 7, 1, 2.7, 2, 1.1, 8, -6
- CC(C)C(NC(=O)c1ccccc1F)C(=O)OCC(=O)c1ccc(F)cc1 (stereo not given)
  43, -7, 0.6, 4, 1, 1.6, 5, 1, -5, -4
- Cn1c(COc2ccccc2)nnc1SCc1nc2ccccc2[nH]1
  -8, -30, 1.1, 5, 1, 1.5, -4, 1.1, 3, -8
- CN(C)c1nc(-c2ccccc2)nc(-c2ccc(Cl)cc2)c1C#N
  -1, -9, 1, -1, 1, 2.0, 0, 1, 7, -5
- CC(C)c1ccc(CC(NC(=O)c2ccccc2)C(=O)NCC(=O)O)cc1 (stereo not given)
  -1, 6, 1, -2, 1.1, -0.1, -8, 1, -4, -1
- CCC(CC)NC(=O)COC(=O)CCC(=O)c1cccs1
  -3, -12, 1, -7, 0.9, 0.5, 12, 1, -5, 1
- COc1ccc(-n2c(Cn3nnc4ccccc43)nnc2SCC(=O)O)cc1
  -4, -6, 1, -3, 1, -0.5, 5, 1, -26, -4
- COC(=O)Cn1c(CN2CCc3ccccc3C2)nc2c1c(=O)n(C)c(=O)n2C
  -4, -6, 1, -7, 1, 1.0, 4, 1, 2, -1
- CCOC(=O)c1ccoc1CSCC(=O)N1CCN(S(=O)(=O)c2ccc(C)cc2)CC1
  -7, -1, 1.1, -5, 1, 2.7, -4, 1, -7, -4
- COc1ccc(NC(=S)Nc2cc(C)ccn2)c(OC)c1
  23, -7, 0.8, -1, 0.9, -0.4, 14, 1, /, 1
- O=C1C2C(c3ccccc3)C=CC(c3ccccc3)C2C(=O)N1C1CCCCC1 (stereo not given)
  -2, -7, 1, 9, 1, 3.9, 3, 1.1, 0, -7
- COCCN(C(=O)CSc1nc2ccccc2c(=O)n1CCOC)c1c(N)n(Cc2ccccc2)c(=O)[nH]c1=O
  -2, -10, 1, 1, 1.1, 0.5, -8, 1, -20, 0
- CC1CN(CC(=O)Nc2ccccc2Sc2ccccc2)CC(C)O1 (stereo not given)
  -3, 16, 1, 0, 0.9, 0.4, 8, 1, -4, -4
- COc1ccc(C(=O)CSc2nnc(CNc3ccc(C)cc3C)o2)cc1
  -7, -9, 1.1, -2, 1, 3.0, 2, 1, 3, 1
- O=C(Nc1ccc(Cl)cn1)c1ccc(Br)c(S(=O)(=O)N2CCCCC2)c1
  2, -2, 1, -3, 1.3, 2.6, -30, 1, 1, -2
- CCC(CC)=NNc1ccc([N+](=O)[O-])cc1[N+](=O)[O-]
  -8, 7, 1.1, 1, 0.9, 0.4, 13, 0.9, -4, 12
- Cc1ccccc1OCC(O)Cn1c(SC(C)C)nc2c1c(=O)[nH]c(=O)n2C (stereo not given)
  -6, 0, 1.1, 2, 1, 1.1, 0, 1, -23, -3

Given comma-delimited: part of the list above
molecule,FLuc inh counter,TNAP inh noacc,FLuc act counter,Lmaj promast,bIAP activator,RAM inhibit,bIAP inh,TNAP act hiacc,APP 5UTR inh,TNAP inh hi DEA
COc1ccc(C(=O)CSc2nnc(CNc3ccc(C)cc3C)o2)cc1,-7,-9,1.1,-2,1,3.0,2,1,3,1
O=C1C2C(c3ccccc3)C=CC(c3ccccc3)C2C(=O)N1C1CCCCC1 (stereo not given),-2,-7,1,9,1,3.9,3,1.1,0,-7
Cc1ccccc1OCC(O)Cn1c(SC(C)C)nc2c1c(=O)[nH]c(=O)n2C (stereo not given),-6,0,1.1,2,1,1.1,0,1,-23,-3
COC(=O)Cn1c(CN2CCc3ccccc3C2)nc2c1c(=O)n(C)c(=O)n2C,-4,-6,1,-7,1,1.0,4,1,2,-1

Remaining list, next part
Results follow in this order: FLuc inh counter, TNAP inh noacc, FLuc act counter, Lmaj promast, bIAP activator, RAM inhibit, bIAP inh, TNAP act hiacc, APP 5UTR inh, TNAP inh hi DEA
- Cc1cc(F)ccc1S(=O)(=O)Nc1ccccc1C(=O)NCc1cccnc1
  0, 1, 1, -5, 1.2, 1.9, -23, 1, 1, 1
- O=[N+]([O-])c1ccc2c(c1)C(N1CCOCC1)/C(=C/C1(O)CCCCC1)O2 (stereo not given)
  0, -9, 1, -7, 1.1, 2.7, -7, 1, -10, -2
- CN1CCN(S(=O)(=O)c2cc([N+](=O)[O-])ccc2N/N=C/c2ccc(Cl)cc2)CC1
  -6, -28, 1.1, 6, 1, 1.6, 0, 0.9, /, 7
- COc1ccc(C2C=C(C34CC5CC(CC(C5)C3)C4)NC(=S)N2)cc1OC (stereo not given)
  -2, 8, 1, 11, 0.8, 2.9, 17, 1, -11, 3
- Cc1ccc(C(=O)O/N=C/c2ccc3c(c2)OCO3)cc1
  59*, -12, 0.4, 59*, 1.1, 4.6, -6, 1, -29, 0
- Cc1ccc(S(=O)(=O)Nc2ccccc2CNc2ccc(Br)cn2)cc1
  0, -2, 1, 9, 1.1, 4.7, -8, 1, -3, 3
- CCc1ccc(NC(=O)c2cnn3ccccc23)cc1
  78*, -14, 0.2, -12, 0.8, -0.6, 18, 1.1, -135, -9
- CCONC(=NC)c1nonc1N
  -5, -8, 1.1, -2, 0.9, 1.4, 7, 1, -9, 1
- CCCCn1c(NS(=O)(=O)c2ccccc2)c(S(=O)(=O)c2ccc(C)cc2)c2nc3ccccc3nc21
  -15, -16, 1.1, 51*, 0.8, 3.2, 16, 1, -9, -2
- Cc1nn(-c2cccc(C(F)(F)F)c2)c(Cl)c1/C=N/Nc1cccc(C(=O)O)c1
  7, 2, 0.9, 90*, 1.1, 3.2, -10, 1.1, -159, -5
- O=S(=O)(CC(CN1CCCC1)N1CCCC1)c1ccc2ccccc2c1 (stereo not given)
  -7, -9, 1.1, 100*, 1.1, 1.6, -15, 1, 10, -5
- O=C(CSc1nnc(-c2ccncc2)n1-c1ccccc1)N1CCN(c2ccc(Cl)cc2)CC1
  -6, -11, 1.1, 0, 0.9, 6.6, 11, 1, -23, -2
- S=c1[nH]ncc2ccccc12
  0, -7, 1, 0, 0.9, 0.3, 13, 1, -11, -5
- Cc1ccc(S(=O)(=O)N2CCCC2C(=O)Nn2cnnc2)cc1 (stereo not given)
  -4, -9, 1, 2, 1.1, 1.2, -9, 1, -6, -4
- Cc1ccc(CNC(=O)COC(=O)c2c(C)noc2C)cc1
  -3, -14, 1, -5, 0.9, 0.5, 14, 1, -14, -3
- Cc1ccc(C(=O)O/N=C(/c2nonc2N)N(C)C)cc1
  -3, -8, 1, -2, 1, 1.3, 1, 1, -7, -2
- O=C1OCC2=C1C(c1ccc(Cl)cc1)CC(=O)N2c1ccc(F)cc1 (stereo not given)
  -6, -6, 1.1, -7, 1.1, 3.9, -6, 1.1, 4, -6
- CCN(CC)S(=O)(=O)c1ccc(C)c(NC(=O)c2cc(C)oc2C)c1
  0, -10, 1, 11, 1, 0.5, 4, 1, -12, -1
- Cc1ccc(-n2c(-c3ccco3)nc3c(cnn3-c3ccc(C)cc3)c2=O)cc1
  -3, -11, 1, -3, 0.9, 3.7, 8, 1, 14, -1
- Fc1ccccc1NC(=S)N1CCC(c2ccccc2)C1 (stereo not given)
  15, -15, 0.8, 6, 1, -2.0, 4, 1, -61, -4

Compound activity from PubChem BioAssay.
